# Assay outcomes: PubChem, National Center for Advancing Translational Sciences (NCATS)
# Vif-APOBEC3F blk: blocks the Vif interaction with APOBEC3F; hit rate 0.2% among 390,000; Potency, µM (series often up to 46.1 µM), inactives show top-dose activity, negative = active; HeLa A3F-eYFP + Vif (tagged APOBEC3F with the HIV-1 protein that degrades it), YFP fluorescence increase; note: potency is the fitted concentration of half-maximal effect; % of control where 0% means no effect; nearly all actives have a fitted effect of over 65% in size
#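 HeLa cells stably expressing Vif plus C-terminally eYFP-tagged A3F were seeded, incubated overnight at 37 deg C, dosed with compound, incubated overnight again at 37 deg C. Yellow fluorescence (Ex 488/Em 500-530) reported blocked Vif-mediated A3F-eYFP degradation.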
# USP1-UAF1 inh: blocks the human USP1/UAF1 deubiquitinase complex; O94782; recombinant USP1/UAF1, Ub-Rhodamine cleavage fluorescence; Potency, µM (doses to about 57.1 µM), for the others: at the top dose activity change, negative = inhibition, usual class: inhibitors; hit rate 0.23% among 390,000; AID 743255; note: potency is the fitted concentration of half-maximal effect; % is set by controls: 0 for no effect and ±100 for the full control effect; nearly all actives have a fitted effect of over 60% in size; inactives centre near -12
# Target sequence (O94782 whole entry, looked up): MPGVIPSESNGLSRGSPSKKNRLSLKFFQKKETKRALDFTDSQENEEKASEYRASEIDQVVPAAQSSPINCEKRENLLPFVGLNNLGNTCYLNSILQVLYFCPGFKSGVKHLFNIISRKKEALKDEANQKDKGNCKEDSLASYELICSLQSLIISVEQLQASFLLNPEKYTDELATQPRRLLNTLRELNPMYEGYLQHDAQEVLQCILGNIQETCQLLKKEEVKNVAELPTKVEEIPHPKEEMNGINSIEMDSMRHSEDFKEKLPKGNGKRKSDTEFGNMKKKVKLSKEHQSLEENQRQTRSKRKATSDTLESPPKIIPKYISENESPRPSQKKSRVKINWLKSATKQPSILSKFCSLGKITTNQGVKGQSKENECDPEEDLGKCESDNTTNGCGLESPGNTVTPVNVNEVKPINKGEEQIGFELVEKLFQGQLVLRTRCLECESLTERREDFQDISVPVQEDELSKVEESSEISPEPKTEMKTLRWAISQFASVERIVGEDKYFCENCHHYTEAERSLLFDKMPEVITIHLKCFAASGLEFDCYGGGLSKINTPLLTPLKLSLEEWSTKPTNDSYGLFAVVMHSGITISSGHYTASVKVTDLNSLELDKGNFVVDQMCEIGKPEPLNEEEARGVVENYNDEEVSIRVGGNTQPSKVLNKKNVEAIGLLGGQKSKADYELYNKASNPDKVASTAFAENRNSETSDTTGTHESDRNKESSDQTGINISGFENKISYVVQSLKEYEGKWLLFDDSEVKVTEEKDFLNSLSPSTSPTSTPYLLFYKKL
#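 1 nM enzyme complex + cpd, 15 min RT; start with Ub-Rho 150nM final; kinetic fluorescence ex 480/em 540, 6 reads q60 s. Buffer 50mM HEPES pH 7.8, 0.5mM EDTA, 0.1 mg/ml BSA, 1mM TCEP, 0.01% Tween-20.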
# RGS4 inhibitor: inhibitors of human regulator of G protein signaling 4; Transcreener GDP fluorescence polarization, RGS4-accelerated GTP hydrolysis; Potency, µM (top dose mostly 114 µM), for the others: at the top dose activity change, negative = inhibition, most hits filed as inhibitors; AID 504845; hit rate 0.039% among 390,000; note: potency is the fitted concentration of half-maximal effect; % is set by controls: 0 for no effect and ±100 for the full control effect; nearly all actives have a fitted effect of over 75% in size; some results filed as inactive show a strong effect at the top dose
# Target sequence (P49798 whole entry, looked up): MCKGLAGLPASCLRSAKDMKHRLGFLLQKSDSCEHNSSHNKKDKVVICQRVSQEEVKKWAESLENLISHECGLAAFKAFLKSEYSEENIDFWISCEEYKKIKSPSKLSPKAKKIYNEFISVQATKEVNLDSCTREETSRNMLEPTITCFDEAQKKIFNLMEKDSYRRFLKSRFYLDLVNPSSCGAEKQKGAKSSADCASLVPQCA
#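 MLSMR compounds (23 nl, pin-transferred) preincubated 10 min at room temperature with a 500nM (2x) first reagent, then RGS4 at 900nM (2x) plus Transcreener GDP mix added; fluorescence polarization (620/688 nm) read before and after 90 min at 30 °C.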
# Vif-A3G inh: inhibitors of Vif-APOBEC3G interaction. Q9HC16. HeLa A3G-eYFP + Vif (tagged APOBEC3G with the HIV-1 protein that degrades it), YFP fluorescence, overnight. Potency, µM (top dose mostly 46.1 µM), for inactives: at the highest dose activity, negative = active, actives largely listed as inhibitors. hit rate 0.076% among 410,000. AID 602310;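 note: potency is the fitted concentration of half-maximal effect; % is set by controls: 0 for no effect and ±100 for the full control effect; nearly all actives have a fitted effect of over 60% in size; hits raise eYFP signal because A3G escapes Vif-driven loss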
#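 HeLa cells stably expressing Vif and C-terminally eYFP-tagged A3G, seeded overnight at 37 deg C, then exposed to compound by pintool overnight at 37 deg C. Rise in yellow fluorescence (Ex 488/Em 500-530, Acumen) marks blocked Vif-driven A3G degradation.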
# rTrxR1 inhibitor: blocks rat thioredoxin reductase 1; O89049; recombinant rTrxR1, NADPH fluorescence consumption, selenite substrate; hit rate 1% among 390,000; Potency, µM (series often up to 114 µM), inactives show top-dose activity change, negative = inhibition, hits mostly inhibitors; note: potency is the fitted concentration of half-maximal effect; % is set by controls: 0 for no effect and ±100 for the full control effect; nearly all actives have a fitted effect of over 65% in size
#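 Rat TrxR1 (90 nM in the dispensed reagent) was pre-reduced with 400 uM NADPH for 5 min at room temperature, then incubated with compound for 15 min. After 400 uM selenite was added, NADPH fluorescence (Ex 340/Em 450 nm) was followed for 8 min.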
# LDHA block: LDHA (human) enzyme inhibition; purified LDHA, NADH/diaphorase-resazurin fluorescence; active compounds read low; hit rate 0.15% among 480,000; activity change, % (values are at about 110 or 230 µM); in the data active = activity change below about -30%; inconclusive = mostly about -25% to -30%;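 note: plate controls were DMSO wells for no effect and wells without enzyme for full effect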
#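 Resorufin fluorescence (ex540/em590), read at 0 and 20 min after diaphorase/resazurin addition, reports the NADH left after a 5 min room-temperature reaction of 2 nM human LDH5 with 0.06 mM NADH and 0.2 mM pyruvate.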
# GRP78 ERSR act: induces the endoplasmic reticulum stress response in human glioma cells | Potency, µM, for inactives: top-dose activation, actives largely listed as activators | U87-MG GRP78 promoter luciferase reporter, 16 h | hit rate 0.02% among 420,000 | AID 602332; note: potency is the fitted concentration of half-maximal effect; series mostly up to about 76 µM; % of control where 0% means no effect; nearly all actives have a fitted effect of over 35% in size
#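 Stably transfected U87-MG human glioma cells carrying a GRP78-based luminescent sensor were seeded at 1000 cells/well, pin-dosed with compounds and incubated 16 h. Luciferase reagent was then added, and end-point luminescence was read after 10 min at room temperature.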
# IDH1 R132H inh: blocks human mutant IDH1 R132H enzyme; O75874; IDH1-R132H enzyme, NADPH consumption, diaphorase/resazurin fluorescence; Potency, µM (titrated, usually from 76.6 µM), inactives show at the top dose activity change, negative = inhibition, most hits filed as inhibitors; hit rate 0.093% among 390,000; note: potency is the fitted concentration of half-maximal effect; % is set by controls: 0 for no effect and ±100 for the full control effect; nearly all actives have a fitted effect of over 65% in size
#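 IDH1-R132H (0.5 ug/mL) preincubated 30 min with compound, then NADPH (0.016 mM) and alpha-KG (2 mM) added; 80 min at RT, pH 7.5. Remaining NADPH coupled via diaphorase/resazurin to fluorescence (540/590 nm); concentration-response curves normalized to no-enzyme control.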
# TrxR1 substrate: rat thioredoxin reductase 1 substrate activity; O89049; purified TrxR1 substrate turnover, NADPH consumption readout; hit rate 0.01% among 390,000; Potency, µM (top dose mostly 114 µM), for inactives: at the top dose activity change, negative = substrate turnover; AID 588456; note: potency is the fitted concentration of half-maximal effect; % is set by controls: 0 for no effect and ±100 for the full control effect; nearly all actives have a fitted effect of over 50% in size
#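 Rat TrxR1, dispensed at 90 nM, was prereduced with 400 uM NADPH (final) for 5 min at ~22 deg C, then incubated with compound 15 min before 400 uM selenite. A first-read NADPH fluorescence drop versus no-compound background flagged substrates.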
# * hit, by the source's call; ? = inconclusive; nt = no result given; & = joins results of further samples; [ ] = remark or other dose. Unless noted, calls come from the whole dose curve; as a rule, active = well fitted curve in the direction sought with a large enough effect; inconclusive = small, poorly fitted or top-dose-only effect, or another doubt; inactive = no such curve, though single readings can be large; an effect the other way counts as inactive or inconclusive. These rows are one share of the data (hit frequency here may not be typical).
SMILES,Vif-APOBEC3F blk,USP1-UAF1 inh,RGS4 inhibitor,Vif-A3G inh,rTrxR1 inhibitor,LDHA block,GRP78 ERSR act,IDH1 R132H inh,TrxR1 substrate
CS(=O)(=O)N1CCN(C(=O)c2cc(-c3cccs3)nc3ccccc23)CC1,3%,4%,-10%,2%,17%[57.1 µM],-4,6%,4%,71%[activator][57.1 µM]
COc1ccc(CCC(=O)N(c2nnc(-c3cccnc3)s2)C(C)C)cc1,6%,-2%,-13%,0%,9%[57.1 µM],-2,-3%,1%,1%[57.1 µM]
O=C(c1ccco1)N1CCN(Cc2cc(=O)oc3cc(O)ccc23)CC1,-5%,-14%,5%,1%,?,1,-2%,-12%,302%[activator]
CCc1nnc(NC(=O)CSc2nc3c([nH]c4ccccc43)c(=O)n2-c2ccc(F)cc2)s1,5%,-32%,-11%,-2%,-1%[57.1 µM],2,-4%,3%,-1%[57.1 µM]
Cc1ccc(NC(=O)c2cc(=O)[nH]c3ccccc23)cc1,-9%,-4%,42%,-6%,19%,-6,0%,5%,-2%
COc1cccc(CN2C(=NC(=O)C3CCCO3)SC3CS(=O)(=O)CC32)c1 (stereo unspecified),0%,-8%,nt,-2%,nt,-9,-2%,-7%,nt
NC(=O)c1ccccc1NC(=O)c1cc(S(=O)(=O)N2CCCCC2)ccc1N1CCOCC1,6%,-17%,-6%,1%,10%,0,-5%,1%,6%
COc1ccccc1N(CC(=O)NCCSc1ccc(Cl)cc1)S(C)(=O)=O,-16%,-21%,-11%,12%,12%,-10,-6%,-9%,4%
Cc1nn(S(=O)(=O)c2ccc(Br)cc2)c(C)c1S(=O)(=O)N1CCCCCC1,1%,-25%,-18%,4%,22%[57.1 µM],0,-10%,-3%,0%[57.1 µM]
O=c1ccc(Cc2ccc(Cl)cc2)n[nH]1,5%,-12%,25%,0%,1%,-3,1%,-3%,-3%

# In the list so far, these have four or more nitrogen atoms.
SMILES,Vif-APOBEC3F blk,USP1-UAF1 inh,RGS4 inhibitor,Vif-A3G inh,rTrxR1 inhibitor,LDHA block,GRP78 ERSR act,IDH1 R132H inh,TrxR1 substrate
COc1ccc(CCC(=O)N(c2nnc(-c3cccnc3)s2)C(C)C)cc1,6%,-2%,-13%,0%,9%[57.1 µM],-2,-3%,1%,1%[57.1 µM]
CCc1nnc(NC(=O)CSc2nc3c([nH]c4ccccc43)c(=O)n2-c2ccc(F)cc2)s1,5%,-32%,-11%,-2%,-1%[57.1 µM],2,-4%,3%,-1%[57.1 µM]
NC(=O)c1ccccc1NC(=O)c1cc(S(=O)(=O)N2CCCCC2)ccc1N1CCOCC1,6%,-17%,-6%,1%,10%,0,-5%,1%,6%

# Later entries
SMILES,Vif-APOBEC3F blk,USP1-UAF1 inh,RGS4 inhibitor,Vif-A3G inh,rTrxR1 inhibitor,LDHA block,GRP78 ERSR act,IDH1 R132H inh,TrxR1 substrate
Cc1ccccc1OCc1ccc(C(=O)N2CC(C)OC(C)C2)o1 (stereo unspecified),5%,2%,-23%,-9%,-2%,0,1%,11%,5%
COc1cccc(-n2c(=O)c3c(C)c(C(=O)N(C)C)sc3n(Cc3cccc(C)c3)c2=O)c1,-5%,-23%,3%,3%,18%[57.1 µM],-10,-5%,-5%,5%[57.1 µM]
O=C(CCCn1c(=O)oc2ccccc21)Nc1cccnc1,0%,-9%,-6%,0%,-10%,-2,0%,6%,-9%
O=C(/C=C\c1ccc2c(c1)OCO2)NC1CC(=O)N(c2ccc(Cl)cc2)C1 (stereo unspecified),1%,10%,-13%,2%,10%[57.1 µM],-1,-3%,-12%,-2%[57.1 µM]
CCCCNCC1CCCO1 (stereo unspecified),4%,-21%,8%,0%,3%,-6,-5%,1%,2%
CC1CCCCN1c1cc(C#N)c(C#N)cc1[N+](=O)[O-] (stereo unspecified),-5%,7%,15%,1%,12%,-13,-2%,7%,9%
Cc1ccsc1CN(C(=O)c1ccccc1)C1CCS(=O)(=O)C1 (stereo unspecified),-11%,-14%,-6%,2%,13%,-3,-5%,3%,0%
COC(=O)c1cc[n+](CC(=O)c2ccccc2)cc1,-2%,-9%,0%,-2%,-4%,-2,1%,2%,8%
CN1CCN(/N=C/c2ccc(Cl)c(Cl)c2)CC1,1%,-9%,-20%,-6%,-6%,2,-1%,5%,-5%
CCCn1nc(C(=O)OCn2nnc3ccccc3c2=O)c2ccccc2c1=O,-12%,-3%,8%,-4%,-16%,-2&0,-5%,0%,2%
Cc1cccc(C)c1N(Cc1ccccc1F)S(C)(=O)=O,-3%,-24%,?,1%,17%[57.1 µM],-9,-4%,8%,1%[57.1 µM]
CNC(=O)CSc1nnnn1CCCOC,-3%,-7%,7%[11.4 µM],3%,-3%,-6,-3%,0%,13%[57.1 µM]
COc1ccc(C(=O)NCc2ccc3c(c2)CCO3)cc1,2%,-14%,23%,-2%,18%,-3,1%,-3%,-1%
Cc1ccccc1OCc1nnc(SCC(=O)NCc2ccco2)n1C,7%,-14%,-22%,-1%,16%[57.1 µM],-1,-1%,8%,3%[57.1 µM]
O=C(NNC(=S)Nc1ccccc1)C1CC1,1%,-13%,-18%,-1%,9%,1,-1%,-1%,-4%
COc1ccccc1C=Cc1ccnc2ccccc12,0%,-24%,13%,-7%,5%[57.1 µM],-3,?,-4%,11%
Cc1ccccc1-c1nc(CN2CCN(C(=O)c3ccco3)CC2)c(C)o1,-17%,-11%,9%,3%,56µM*,-3,-5%,1%,-6%
Nc1ccc2c(c1)C(=O)c1ccccc1-2,4%,-7%,17%,-4%,20%,-4,1%,8%,0%
O=c1[nH]c2ccc(S(=O)(=O)NCCO)cc2[nH]1,-1%,7%,-40%,2%,9%[57.1 µM],-7,-1%,-14%,4%
O=C(Nc1cccc(NC(=O)C2CC3CCCC(C2)C3=O)n1)C1CC2CCCC(C1)C2=O (stereo unspecified),?,-6%,9%,0%,-6%[57.1 µM],3,-2%,4%,-10%
CCOC(=O)c1cc(C(=O)c2cc(Br)ccc2O)coc1=N,-22%,-1%,-22%,-16%,21%[57.1 µM],-2,-4%,9%,10%[57.1 µM]
CSCCC(NS(=O)(=O)c1ccc(C)cc1)C(=O)N1CC=C(c2ccccc2)CC1 (stereo unspecified),10%,-12%,-1%,1%,10%,-2,-5%,4%,-3%
COc1ccccc1CNC(=O)COC(=O)CSc1ccc(C)c(C)c1,7%,-18%,-22%,0%,16%[57.1 µM],-3,-6%,-2%,-2%
CC(=O)Nc1ccc(NC(=O)c2ccc3c(c2)N(Cc2cccc(Cl)c2)C(=O)c2ccccc2S3=O)cc1 (stereo unspecified),4%,-16%,-2%,-18%,20%[57.1 µM],-3,-1%,-10%,1%[57.1 µM]
S=C1NC2(CCCCC2)Cc2ccccc21,?,-1%,13%,-1%,-7%[57.1 µM],-5,-1%,23%,7%[57.1 µM]
COC(=O)C1=C(C)NC(C)=C(C(=O)OC)C1C(=O)OCc1nc2cc(C(=O)OC)ccc2c(=O)[nH]1,-5%,-9%,-7%,-1%,10%,-5,-1%,1%,6%
Cc1cc(C)n(-c2ncc3c(n2)N(CCO)CCOC3=O)n1,-6%,-5%,21%,1%,8%,-14,2%,0%,-5%
CCc1ccc(NC(=O)c2cc(CN3CCOCC3)on2)cc1,-5%,-6%,-25%,0%,20%[57.1 µM],1,0%,0%,3%[57.1 µM]
COc1cc(NC(=O)c2cccs2)c(OC)cc1NC(=O)CCC(=O)Nc1ccc(C)cc1,-21%,-9%,-2%,-6%,6%,-1,-8%,5%,4%
CCOc1ccc(S(=O)(=O)N2CCCC(C(=O)Nc3cccc(C)c3)C2)cc1 (stereo unspecified),2%,-6%,-53%,-7%,25%[0.0914 µM],-6,-7%,-7%,12%[0.0914 µM]
Cc1cc(C)n(-c2nc3ccccc3nc2Nc2ccc(C(C)C)cc2)n1,-3%,?,-40%,7%,10%,-3,-2%,-10%,3%
O=C1CCSc2ccc(S(=O)(=O)Nc3ccc(Cl)c(C(F)(F)F)c3)cc2N1,-17%,-22%,-14%,-11%,10%,-1,-3%,4%,-2%
Cc1ccc(NC(=O)C(C)OC(=O)Cn2[nH]c(=O)c3ccccc3c2=O)cc1 (stereo unspecified),9%,-14%,-7%,-1%,-7%,-2,-8%,3%,-6%

# 4 compounds from above, showing only Vif-APOBEC3F blk.
molecule	Vif-APOBEC3F blk
S=C1NC2(CCCCC2)Cc2ccccc21	?
CC(=O)Nc1ccc(NC(=O)c2ccc3c(c2)N(Cc2cccc(Cl)c2)C(=O)c2ccccc2S3=O)cc1 (stereo unspecified)	4%
CCOC(=O)c1cc(C(=O)c2cc(Br)ccc2O)coc1=N	-22%
CCOc1ccc(S(=O)(=O)N2CCCC(C(=O)Nc3cccc(C)c3)C2)cc1 (stereo unspecified)	2%
